High-throughput results: PubChem BioAssay, Sanford-Burnham Center for Chemical Genomics
CHOP UPR activ: activators of apoptotic CHOP UPR arm, primary screen, cell-based, CHO-CHOP luciferase reporter, luminescence, uHTS; UPR activation; percent of tunicamycin response over DMSO baseline; activation, % at 10 µM; 330,000 compounds, 0.34% hits; AID 449763, 2010;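 active means at 10 µM dose, activation of 40% or more, normalized to positive control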;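 further: 100% = tunicamycin at 10 µg/mL and 0% = DMSO alone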
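Test system: CHO-CHOP cells, stable luciferase reporter of PERK-eIF2a-CHOP signalling | Quantity: 500 CHO-CHOP cells per well | Buffer or medium: F12 plus 10% serum | Compound dosing: 10 µM single point, 0.5% DMSO | Schedule: 6 h compound treatment, 37 °C | Signal: Luciferase luminescence | Control set: Tunicamycin high control, DMSO low control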
XBP1 UPR activ: activators of adaptive XBP1 UPR arm, primary screen, cell-based, CHO-XBP1 luciferase reporter, luminescence, uHTS; activation, % at 20 µM; IRE1-XBP1 UPR activation; percent of tunicamycin response, DMSO as zero; AID 463104, 2010; 330,000 compounds, 0.33% hits;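 active means versus positive control, 20 µM dose yields 30% or more activation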;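 further: 100% = tunicamycin at 10 µg/mL and 0% = DMSO only wells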
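assay system = CHO-XBP1 luciferase reporter cells | amount = 1000 cells/well | buffer or medium = F12 plus 10% FBS | compound dosing = single point, 20 µM final compound, 1% DMSO | incubation = 16-18 h cell attachment at 37 °C, then 6 h compound exposure | detection = Steady-Glo luminescence read | controls = tunicamycin 10 µg/mL and vehicle-only wells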
Mdm2 MdmX PPI: inhibitors of human Mdm2-MdmX association, primary screen, cell-based, luminescence, split luciferase, SaOS-2, uHTS; Protein Mdm4 (Homo sapiens) + E3 ubiquitin-protein ligase Mdm2 (Homo sapiens), …; SaOS-2 split-luciferase Mdm2/MdmX complementation; inhibition, % at 8 µM; 330,000 compounds, 3% hits;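 active means inhibition of at least 50% at 8 µM in the primary screen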
Target sequence (O15151 whole entry, looked up): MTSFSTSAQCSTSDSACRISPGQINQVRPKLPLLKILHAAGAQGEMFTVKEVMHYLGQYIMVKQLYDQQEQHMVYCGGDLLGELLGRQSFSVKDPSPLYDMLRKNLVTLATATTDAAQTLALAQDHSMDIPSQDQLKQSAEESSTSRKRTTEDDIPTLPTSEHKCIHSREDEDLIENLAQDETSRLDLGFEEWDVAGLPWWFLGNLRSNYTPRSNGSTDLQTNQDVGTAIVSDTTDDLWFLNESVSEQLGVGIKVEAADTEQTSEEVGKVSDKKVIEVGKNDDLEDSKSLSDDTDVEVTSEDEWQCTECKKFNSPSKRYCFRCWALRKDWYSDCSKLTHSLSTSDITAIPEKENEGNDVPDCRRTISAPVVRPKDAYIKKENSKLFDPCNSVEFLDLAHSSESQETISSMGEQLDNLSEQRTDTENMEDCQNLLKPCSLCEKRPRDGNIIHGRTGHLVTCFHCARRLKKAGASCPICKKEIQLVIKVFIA
Target sequence (Q00987 whole entry, looked up): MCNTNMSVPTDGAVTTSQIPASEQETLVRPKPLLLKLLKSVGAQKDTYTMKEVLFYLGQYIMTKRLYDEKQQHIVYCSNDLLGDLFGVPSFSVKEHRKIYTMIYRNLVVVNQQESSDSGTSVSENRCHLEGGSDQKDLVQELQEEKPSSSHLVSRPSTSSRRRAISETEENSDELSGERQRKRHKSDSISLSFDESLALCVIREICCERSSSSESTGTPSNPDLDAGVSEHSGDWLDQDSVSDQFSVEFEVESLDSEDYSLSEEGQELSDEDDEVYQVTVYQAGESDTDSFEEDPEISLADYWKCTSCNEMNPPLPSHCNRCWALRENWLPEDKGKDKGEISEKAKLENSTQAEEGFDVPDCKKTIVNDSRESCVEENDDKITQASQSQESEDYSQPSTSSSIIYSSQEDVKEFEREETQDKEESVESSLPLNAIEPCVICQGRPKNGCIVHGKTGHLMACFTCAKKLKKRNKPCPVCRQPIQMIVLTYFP
NALP3 yeast inh: NALP3 inflammasome inhibitors in reconstituted yeast, primary screen, luminescence, uHTS. Yeast reconstituted NLRP3/ASC/caspase-1, beta-gal luminescence, 24 h. inhibition, % at 10 µM. 330,000 compounds, 0.39% hits;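 active means inhibition of 50% or more; inactive means inhibition below 50%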;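 further: plate controls were induced DMSO wells for no effect and uninduced yeast grown without galactose for full effect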
GRIN3A LBD mod: binders of NR3A ligand-binding domain, primary screen, biophysical, differential scanning fluorimetry, uHTS. Glutamate receptor ionotropic, NMDA 3A (GRIN3A) ligand-binding domain. Tm shift relative to glycine control, % at 25 µM. NR3A LBD differential scanning fluorimetry, Tm shift; 0% = protein alone, 100% = glycine-bound protein. 340,000 compounds, 2.5% hits. AID 1259313, 2017;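 active means melting temperature shift of at least 10% of the positive control shift, at one fixed dose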
tim10-1 inh: growth inhibitors of tim10-1 mutant yeast, primary screen, luminescence, uHTS; S. cerevisiae tim10-1 ts strain growth, BacTiter-Glo, 24 h; inhibition, % at 20 µM; 330,000 compounds, 2.2% hits; AID 463190, 2010;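 active means inhibition of at least 40%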;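 further: mutant grown at 25 °C; 0% = DMSO wells with yeast and 100% = wells holding no yeast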
tim23-1 inh: growth inhibitors of tim23-1 mutant yeast, primary screen, luminescence, uHTS | S. cerevisiae tim23-1 growth, BacTiter-Glo luminescence, 24 h | inhibition, % at 20 µM | 330,000 compounds, 1.3% hits | AID 463212, 2010;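 active means growth inhibition of the mutant yeast at or above 50%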;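 further: temperature-sensitive mutant grown at 25 °C; plate controls were DMSO-treated mutant yeast for no effect and medium wells lacking yeast for full effect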
APJ agonist: agonists of human apelin receptor APJ, primary screen, CHO-K1 cells, PathHunter beta-arrestin, luminescence | P35414 | 0% DMSO wells, 100% apelin | activation, % at 20 µM | 330,000 compounds, 0.11% hits | AID 2520, 2010;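 active means activation more than six SD over the plate average, tested at 20 µM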;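 further: 0% = DMSO alone and 100% = apelin-13 at 10 nM; some results filed as inactive read as strong as hits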
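Incubation: overnight seeding, 90 min compound at 25 °C, 1 h detection; test system: PathHunter CHO-K1 APJ (AGTRL-1) beta-arrestin reporter cells; amount: 1000 cells/well; doses: one dose, 20 µM compound, 1% DMSO; measured by: beta-gal luminescence; measure: agonist-driven arrestin binding to APJ; benchmarks: negative DMSO alone, positive Apelin-13 at 10 nM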
TIM10 inh: growth inhibitors of isogenic TIM10 control yeast, primary screen, counter-screen for tim10-1 yeast inhibitor project, luminescence, uHTS. S. cerevisiae TIM10 strain growth, BacTiter-Glo luminescence, 24 h. inhibition, % at 10 µM. 330,000 compounds, 1.4% hits. AID 463195, 2010;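 active means inhibition of 40% or more at the single tested concentration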;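 further: wild-type TIM10 isogenic control strain grown at permissive 25 °C; 0% = DMSO yeast wells and 100% = minimal medium wells without yeast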
Numbers without * were called inactive; / = not tested or not shown. Random draw from the library; 8.2% or so of the library scored in one or more.

Value order – CHOP UPR activ	APJ agonist	XBP1 UPR activ	TIM10 inh	GRIN3A LBD mod	Mdm2 MdmX PPI	NALP3 yeast inh	tim10-1 inh	tim23-1 inh
- COC(=O)c1cc(OC)c(OC)cc1NC(=O)Nc1ccccc1F
    0.8	0.6	-1.6	0.1	0.5	-16.3	-4.0	-3.4	-2.7
- CCCC(C)c1nnc(NC(=O)C2CC(=O)N(CCc3ccc(F)cc3)C2)s1 (stereo not given)
    2.6	-1.7	-6.4	15.9	-0.6	11.1	19.5	-5.5	7.6
- COc1ccc(NC(=O)CC2C(=O)N(c3ccc(Cl)cc3)C(=S)N2CCc2ccccn2)cc1 (stereo not given)
    1.7	-1.6	-4.5	20.6	-0.1	-9.9	-12.8	19.4	4.5
- O=C1CSc2ccc(C(=O)N3CCN(c4ccccn4)CC3)cc2N1
    -1.6	-2.8	3.1	-1.6	-3.8	6.0	0.1	12.0	12.6
- COCCCn1cnc2c(c1=O)c1nc3ccccc3nc1n2CCc1ccccc1
    2.6	2.5	-0.3	25.5	-1.5	11.6	12.3	37.9	25.4
- O=C1OC(/C=C/c2ccccc2)=NC/1=C\c1cccnc1
    -1.4	-2.4	-1.5	15.1	0.4	13.2	-9.2	24.8	36.9
- Cc1cc(C)c(C(=O)COC(=O)c2c(C)noc2C)cc1C
    3.0	-6.5	1.3	-6.5	2.4	-3.8	32.3	10.5	20.1
- N#Cc1cc[n+](CC(=O)c2ccc(NC(=O)c3ccccc3)cc2)cc1
    2.0	-8.8	0.2	5.1	-1.7	-24.5	8.1	12.3	13.7
- COc1ccccc1CNC(=O)c1cc(-c2ccccc2C)nn1CC1CC(c2cccnc2)=NO1 (stereo not given)
    -0.3	-0.6	0.5	-7.8	-0.2	1.0	7.2	2.9	0.7
- COc1cccc(CC(=O)Nc2cc(S(=O)(=O)N3CCCCC3)ccc2C)c1
    1.7	-1.2	-5.0	-3.4	1.1	6.1	8.2	9.4	9.3
- CCOC(=O)c1c(C(=O)OCC)c(C)n(CCc2ccccc2)c1C
    -0.4	-2.6	-4.5	5.9	0.2	7.3	11.2	14.9	18.6
- CCn1ccnc1CN(C)C(=O)c1ccc2nc(Cc3ccc(OC)cc3)oc2c1
    0.8	-3.0	4.0	-4.1	-1.5	24.9	-0.9	9.8	4.2
- CCN(C(=O)C(=O)c1c[nH]c2ccccc12)c1ccccc1
    0.9	1.2	-3.1	10.1	2.0	-9.0	16.7	2.9	14.1
- CNC(=O)COC(=O)Cc1ccc(Cl)cc1
    0.2	-5.6	-4.1	-5.1	0.2	8.3	23.4	-4.8	9.4
- CC/C(=N/NC(=O)c1ccc2c(c1)OCO2)c1ccccc1O
    3.6	-1.0	3.9	21.5	0.9	46.9	8.2	-12.3	44.6
- CCOC(=O)C1CCN(S(=O)(=O)c2ccc(C)c(C(=O)NC3CCCCC3)c2)CC1
    1.9	-4.8	-1.9	8.6	-1.6	16.3	12.4	3.9	0.0
- Nc1n[nH]c(N)c1N=Nc1ccc(Cl)cc1
    4.4	-0.1	-0.1	14.0	-4.3	-54.3	23.5	17.8	27.5
- Nc1nc(-n2cnnc2)nn1-c1ccccc1
    -0.1	0.6	-1.9	11.8	-9.7	21.2	-8.4	12.2	11.3
- CCC[n+]1c2ccccc2cc2ccccc21
    -2.7	6.5	0.8	66.5*	7.7	12.2	24.6	68.0*	56.1*
- Brc1cccc(OCCn2ccnc2)c1
    -0.4	-4.1	-0.2	-19.0	-0.4	18.6	3.9	-6.3	3.3
- COc1cccc(/C=C2\SC(=S)N(CCCC(=O)N3CCCC3)C2=O)c1
    1.3	0.8	-3.6	33.0	3.2	84.0*	23.2	41.9*	57.9*
- Cc1cc(=O)oc2c(C)c(OCC(=O)NCCCn3ccnc3)ccc12
    0.3	-2.4	-3.0	-3.5	1.2	15.7	0.3	10.7	-4.7
- COc1ccc(C(=O)Cn2cnc3ccccc3c2=O)cc1
    6.8	2.2	5.7	18.5	-0.9	-38.1	48.5	-30.1	37.8
- OCC1CCCN(Cc2ccc(-c3ccccc3)cc2)C1 (stereo not given)
    0.0	2.1	-0.7	-17.0	-1.6	-48.9	20.5	-38.1	2.5
- O=C(NCc1ccccc1)C1CCCN1S(=O)(=O)c1ccc(Cl)cc1 (stereo not given)
    0.9	0.7	-0.2	-8.1	0.2	-7.4	21.7	-2.9	9.5
- O=C(O)CC(CC(=O)Nc1ccc(F)c(Cl)c1)c1ccc(Cl)cc1Cl (stereo not given)
    0.7	-0.5	-1.7	-1.3	-1.7	20.2	-0.8	-4.7	5.6
- Cc1cccc(C2CC(c3ccccc3)Nc3ncnn32)c1 (stereo not given)
    -0.4	-2.1	-3.0	19.3	1.0	15.3	2.2	33.2	35.2
- COc1ccc(NC(=O)c2ccco2)cc1NC(=O)c1cccs1
    1.8	2.6	1.1	7.3	-0.2	18.0	-0.5	-21.9	23.4
- CC(C)CNC(=S)N1CCN(c2nc3ccccc3s2)CC1
    0.4	-1.6	-3.0	2.1	0.5	14.4	7.4	-3.7	4.3
- COc1cc(Cn2nnc3ccccc32)ccc1O
    1.5	-1.7	-3.3	-10.8	0.2	0.1	14.1	-8.7	0.7
- CC1(N(O)/C=C2\C=CC=CC2=O)CCCCC1=O (stereo not given)
    1.0	-4.5	-0.6	-11.4	0.5	10.5	-5.2	-9.7	8.9
- COc1ccccc1C(=O)n1nc(-c2ccco2)nc1SC
    1.5	-0.7	-2.1	12.6	-2.5	7.5	-5.0	19.5	39.6
- CCN(CCNC(=O)C1CC(=O)N(CCc2ccccc2)C1)c1ccccc1 (stereo not given)
    -2.0	-2.0	-7.3	7.2	-0.4	-0.9	2.5	20.8	8.3
- O=C(c1cc(-c2cccs2)nc2ccccc12)N1CCN(c2ccccc2O)CC1
    -1.1	-0.2	6.3	15.5	-13.1	23.5	0.0	12.2	43.0
- COC(=O)c1cc(Oc2ccc(S(=O)(=O)N3CCOCC3)cc2[N+](=O)[O-])cc(C(=O)OC)c1
    1.0	-2.7	-0.5	19.1	0.1	18.0	21.6	15.3	23.6
- O=C(COC(=O)c1ccccc1C(=O)c1ccccc1)NCCc1ccc(Cl)cc1Cl
    2.5	0.4	-1.8	13.0	-15.8	14.4	6.8	39.6	41.1
- CCn1c(Cn2nnc(-c3ccccc3)n2)nnc1SCC(=O)Nc1cccc(C(C)=O)c1
    0.2	-0.4	-0.9	15.3	0.8	12.2	7.5	8.0	5.8
- COc1ccc(Br)c(-c2nc(CS(=O)(=O)c3ccc(F)cc3)no2)c1
    4.5	-1.5	3.9	26.0	-0.4	-35.3	14.3	15.3	43.7
- CNC(=O)C1CC(=O)N(c2ccc(OCC(=O)Nc3ccc(OC)cc3)cc2)C1 (stereo not given)
    -0.8	-1.2	-2.1	3.2	-3.7	-9.9	18.0	-10.5	4.8
- COc1ccc(OC)c(NC2c3ccccc3C(=O)N2Cc2ccc3c(c2)OCO3)c1 (stereo not given)
    0.9	-2.3	-1.5	6.3	-2.3	-0.7	-19.0	16.9	20.2
- COc1ccc(CNC(=O)[C@H](C)N2C(=O)N3CCc4c([nH]c5ccccc45)[C@@]3(C)C2=O)cc1OC
    -1.0	-1.2	-1.8	-1.9	-1.8	15.6	10.0	1.5	7.5
- c1ccc(N2CCN(c3cnccn3)CC2)nc1
    0.3	7.9	0.4	12.3	1.6	-22.7	20.5	-2.8	22.6
- Cc1ccc(NC(=O)CN(C)C(=O)c2ccc(S(=O)(=O)N(C)c3ccccc3)cc2)cc1
    0.6	-2.8	0.6	13.4	1.4	-8.7	5.6	10.1	23.9
- COc1ccc(C2C(C(=O)Nc3cccnc3)=C(C)Nc3nc(-c4ccco4)nn32)cc1 (stereo not given)
    0.3	-3.7	2.0	8.1	1.6	16.1	13.6	10.0	11.6
- Cc1cc(NC(=O)CSc2ncc(CO)n2Cc2ccc(F)cc2)no1
    0.6	-4.3	-3.6	-1.6	4.8	15.8	1.0	21.5	7.6
- COC(=O)c1c(NC(=O)CN2C(=O)NC3(CCC(C(C)(C)C)CC3)C2=O)sc2c1CCCCC2 (stereo not given)
    2.5	-3.5	2.9	5.8	-1.1	11.9	20.1	26.1	17.2
- CN(C(=O)COC(=O)C12CC3CC(CC(Cl)(C3)C1)C2)C1(C#N)CCCCC1
    1.4	-4.0	-1.1	19.1	1.9	-4.2	4.8	-3.4	27.6
- O=C(Nc1ccccc1N1CCOCC1)c1ccc(S(=O)(=O)NCc2ccco2)cc1
    0.4	-3.6	-1.1	10.9	0.7	-8.5	3.5	22.2	13.1
- Cc1cccc(C(=O)OCC(=O)N2CCCCCC2)c1O
    2.0	-3.9	1.7	8.6	1.7	-67.7	19.7	7.5	16.4
- COc1ccc(NS(=O)(=O)c2ccc(NC(=S)NC(=O)c3ccc(F)cc3)cc2)nn1
    -1.2	-4.4	-4.8	7.8	0.3	9.4	15.6	21.8	14.4

(continued)
Value order – CHOP UPR activ	APJ agonist	XBP1 UPR activ	TIM10 inh	GRIN3A LBD mod	Mdm2 MdmX PPI	NALP3 yeast inh	tim10-1 inh	tim23-1 inh
- COc1ccc(CNC(=O)c2cnc3cc(C)ccn3c2=O)cc1
    -0.3	0.0	1.2	6.7	-2.2	-2.9	13.3	16.0	9.3
- CC1CCN(CC(=O)Nc2ccccc2C#N)CC1
    2.5	-2.1	-1.6	-3.1	0.5	10.4	5.6	9.5	14.5
- Cc1nonc1NC(=O)c1oc2ccccc2c1C
    2.4	-2.9	2.0	8.9	-0.1	3.0	25.3	10.4	7.4
- C=CCCC(=O)Nc1ccc(COC(=O)N2CCOCC2)cc1
    -0.1	-3.4	-2.8	-11.6	/	-0.2	5.0	-12.8	-11.9
- O=C(CSc1ncccc1C(=O)O)c1ccccc1
    -1.1	-7.2	-3.3	-3.9	0.5	-5.4	-1.7	22.0	15.7
- CC(/C=N/NC(=O)CSc1nnc(SCc2ccccc2)s1)=C\c1ccco1
    1.7	-2.0	-3.5	14.8	0.9	25.7	22.0	27.6	43.6
